KDM4E inh: JMJD2E (human) inhibition; JMJD2E catalytic domain, FDH-coupled NADH fluorescence (FDH is formaldehyde dehydrogenase); Potency, µM (doses to about 57.1 µM), without a hit: at the highest dose activity change, negative = inhibition, most hits filed as inhibitors; 230,000 tested, 1.6% active; active means well fitted inhibition curve with a large enough effect, not every such curve was filed as active; inconclusive means small, poorly fitted or top-dose-only effect, or another doubt; inactive means no such curve, though single readings can be large or run the other way;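 further: 0% = wells with enzyme and -100% = buffer wells without enzyme; nearly all actives have a fitted effect of over 50% in size; many of its hits are not listed in these tables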
Target sequence (B2RXH2 1-337 limits assumed): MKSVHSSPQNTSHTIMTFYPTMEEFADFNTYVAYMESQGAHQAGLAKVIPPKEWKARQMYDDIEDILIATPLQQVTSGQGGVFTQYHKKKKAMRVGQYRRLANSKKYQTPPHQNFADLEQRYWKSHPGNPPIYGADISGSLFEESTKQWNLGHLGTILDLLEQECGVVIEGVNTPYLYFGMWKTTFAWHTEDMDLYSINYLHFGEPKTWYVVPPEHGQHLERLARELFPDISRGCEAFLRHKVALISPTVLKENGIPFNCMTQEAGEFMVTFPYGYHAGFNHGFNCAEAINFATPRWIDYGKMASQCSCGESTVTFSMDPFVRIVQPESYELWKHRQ
GoLoco inh red: RGS12 GoLoco-Gai1 interaction inhibition; P63096; Potency, µM (doses to about 61.6 µM), inactives show at the highest dose activity, negative = inhibition, actives largely listed as inhibitors; 230,000 tested, 0.44% active; Gai1:RGS12 GoLoco peptide FP, rhodamine, 10 min; active means well fitted inhibition curve with a large enough effect, not every such curve was filed as active; inactive means no such curve, though single readings can be large or run the other way; further: nearly all actives have a fitted effect of over 30% in size; many of its hits are not listed in these tables
Target sequence (P63096 whole entry, looked up): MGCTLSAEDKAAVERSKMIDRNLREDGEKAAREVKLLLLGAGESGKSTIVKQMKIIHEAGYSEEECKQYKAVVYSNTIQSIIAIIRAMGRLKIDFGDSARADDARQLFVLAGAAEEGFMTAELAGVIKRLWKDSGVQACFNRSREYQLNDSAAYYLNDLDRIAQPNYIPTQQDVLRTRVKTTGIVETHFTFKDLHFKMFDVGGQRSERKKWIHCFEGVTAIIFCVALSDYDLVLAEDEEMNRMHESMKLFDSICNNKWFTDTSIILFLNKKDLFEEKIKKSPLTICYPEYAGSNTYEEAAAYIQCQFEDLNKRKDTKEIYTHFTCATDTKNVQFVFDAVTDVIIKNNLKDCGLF
L3MBTL1 inh: blocks human L3MBTL1. Q9Y468. AlphaScreen L3MBTL1–H3K9me1 peptide binding. Potency, µM (top dose mostly 57.1 µM), for the others: at the highest dose activity, negative = inhibition, actives largely listed as inhibitors. 230,000 tested, 0.66% active. AID 485360; further: nearly all actives have a fitted effect of over 60% in size
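First, the protein-peptide complex forms for 30 min at room temperature (L3MBTL1 50 nM, biotinylated H3K9me1 peptide 75 nM). Next, compounds are pin-transferred and incubated 30 min. Finally, AlphaScreen beads are added and read after 30 min.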
RECQ1 inh: blocks DNA unwinding by human RECQ1; P46063; RECQ1 DNA unwinding, red fluorescence kinetic read; Potency, µM (highest dose often 57.3 µM), without a hit: top-dose activity, negative = inhibition, usual class: inhibitors; 240,000 tested, 0.54% active; AID 2549;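 further: plate controls were vehicle for no effect and no enzyme for full effect; nearly all actives have a fitted effect of over 30% in size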
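RECQ1T1 50 nM; forked duplex (20 bp + 30-nt ss tails) 200 nM, ATP 2 mM final; pH 8.0, 2 mM MgCl2, 2.5 ug/ml poly(dI-dC); 15 min compound preincubation; discontinuous kinetic read over 2 h at RT.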
Tau fibril FP: blocks human tau fibril formation measured by polarization; Potency, µM (titrated, usually from 57.7 µM), without a hit: at the highest dose activity, negative = inhibition, hits mostly inhibitors; K18 P301L tau heparin fibrillization, Alexa594 FP, 6 h; 280,000 tested, 0.39% active; AID 1468; further: nearly all actives have a fitted effect of over 55% in size
Target sequence (P10636 561-689 P618L limits assumed): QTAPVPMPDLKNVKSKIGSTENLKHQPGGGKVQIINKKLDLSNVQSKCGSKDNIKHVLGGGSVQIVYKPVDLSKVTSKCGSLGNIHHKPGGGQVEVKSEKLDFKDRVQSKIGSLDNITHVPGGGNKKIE
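K18 P301L tau (15 uM unlabeled/0.24 uM Alexa 594-labeled, final) + compound + heparin 20 uM final; 100 mM NaOAc pH 7; 6 hr 37 C; ThT 30 uM final added, 1 hr RT; FP ex 555/em 632 nm.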
Tau ThT inhib: blocks human tau fibril formation measured by thioflavin T. P10636. recombinant tau K18 P301L, heparin-induced fibrillization, ThT fluorescence. Potency, µM (top dose mostly 57.4 µM), without a hit: top-dose activity, negative = inhibition, usual class: inhibitors. 270,000 tested, 2.1% active; further: nearly all actives have a fitted effect of over 55% in size
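Using a mix of unlabeled (15 uM) and Alexa 594-labeled (0.24 uM) tau K18 P301L, heparin-triggered fibrillization over 6 hr at 37 C was scored by ThT fluorescence.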
TRb SRC2 PPI: TRbeta-SRC2 interaction inhibition. P10828. TRbeta-SRC2 peptide binding, fluorescence polarization; receptor liganded with 1 µM T3. Potency, µM (doses to about 106 µM), without a hit: at the top dose activity change, negative = inhibition, hits mostly inhibitors. 280,000 tested, 0.065% active;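 further: plate controls were bound peptide for no effect and peptide without receptor for full effect; nearly all actives have a fitted effect of over 50% in size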
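Decrease in fluorescence polarization of 20 nM Texas Red SRC2 coactivator peptide flagged inhibition of its binding to 0.6 uM TRb LBD; 1 uM T3 included, incubation 5 hr, ex 555/em 632 nm.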
TR SRC2 fluor cs: counter-screen for TRb-SRC2 inhibitors: fluorescence interference; TRb/SRC2 Texas Red total fluorescence interference; Potency, µM (highest dose often 106 µM), without a hit: top-dose fluorescence change, negative = quenching; 280,000 tested, 0.29% active; AID 1479; active means well fitted curve in either direction with a large enough effect; inconclusive means small, poorly fitted or top-dose-only effect
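Flags fluorescent or light-absorbing compounds by total fluorescence, S + 2P, at 555 nm excitation and 632 nm emission. Mixture: 20 nM Texas Red SRC2 peptide, 0.6 uM human TRb LBD, 1 uM T3, 5% DMSO; compound exposure 5 h at ambient temperature.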
* hit, by the source's call; i = inactive; ? = inconclusive; . = not tested or not shown; & = joins results of further samples; [ ] = dose if it differs, or a comment. Unless noted, the call rests on the fitted dose curve; in most records, active means well fitted curve in the direction sought with a large enough effect; inconclusive means small, poorly fitted or top-dose-only effect, or another doubt; inactive means no such curve, though single readings can be large; an effect the other way counts as inactive or inconclusive. Unless noted, on the % scale 0 is the no-effect control and ±100 the full control effect; potency means the concentration at half of the fitted maximal effect. A portion of the library. The share of hits here may be higher or lower than overall.

SMILES | KDM4E inh | GoLoco inh red | L3MBTL1 inh | RECQ1 inh | Tau fibril FP | Tau ThT inhib | TRb SRC2 PPI | TR SRC2 fluor cs
Cc1cc(-c2ccccc2)nc2cc(C(=O)Nc3ccc(Cl)c(Cl)c3)nn12 | . | . | . | . | -11% | -3% | -3% | 2%
CCCNC(=O)CS(=O)(=O)Cc1nc(-c2ccccc2C)oc1C | -4% | 3% | 10% | -4% | -2% | -17% | 1% | -1%
Cc1ccc(C)c(NC(=O)CSc2nnc3n2CCCCC3)c1 | ? | -13% | 5% | -6% | 5% | -2% | -7% | -1%
CCCOC(=O)c1ccc(NC(=O)c2c(Cl)ccc(Cl)c2OC)cc1 | -5% | -12% | 9% | -11% | 1% | -8% | 0% | -5%
Cc1ccc(S(=O)(=O)Nc2nc(C)cc(N/N=C/c3ccc(O)cc3)n2)cc1 | ? | -2% | 2% | 0% | 12% | -16% | -2% | -1%
CCc1ccc(NC(=O)Cn2ncc3c(C)n(Cc4cccc(Cl)c4)c(C)c3c2=O)cc1 | . | . | . | . | -2% | 9% | 2% | -2%
COC(=O)c1cnn2c(C)c(Cc3c(C)cc(C)cc3C)c(C)nc12 | . | . | . | . | -7% | ? | -9% | -2%
CCCCCC(=O)c1cc(CC(C(=O)OC)C(=O)OC)cc2cc(OC)c(OC)cc12 | . | . | . | 3%[11.5 µM] | -5%[11.6 µM] | -18%[11.5 µM] | 6%[11.2 µM] | -3%[11.2 µM]
O=c1[nH]c2c(c3c1CCCC3)CCCC2 | -11% | 1% | . | -3% | 3% | -4% | -4% | -5%
CCOC(=O)/C=C/CN(C(=O)OC(C)(C)C)S(=O)(=O)N1CC=CC1 | -2% | 0% | . | -6% | -8% | 0% | 10%&4% | -1%&-4%
Cc1cccc(C)c1N1CC(=O)N(c2c(C)cccc2C)CC1=O | -6% | 1% | 8% | -1% | -7% | 0% | -11% | -4%
CCCOC(=S)NC(=O)c1sc2ccccc2c1Cl | -7% | 17% | -6% | -1% | 3% | ? | 4% | 0%
COc1ccc(CCNC(=O)Nc2ccc([N+](=O)[O-])cc2)cc1OC | 8% | 2% | -12% | i | -9% | ? | -1% | 0%
Cc1nn(-c2ncc(C(F)(F)F)cc2Cl)c(=O)n1-c1ccccc1 | 0% | 5% | . | i | -1% | 1% | 2% | 0%
Cc1cccc(-n2nc(C)cc2N)c1 | -3% | 8% | 1% | -3% | 4% | -1% | 0% | 0%

Sorted by length of the SMILES (smallest number first): part of the list above
SMILES | KDM4E inh | GoLoco inh red | L3MBTL1 inh | RECQ1 inh | Tau fibril FP | Tau ThT inhib | TRb SRC2 PPI | TR SRC2 fluor cs
Cc1cccc(-n2nc(C)cc2N)c1 | -3% | 8% | 1% | -3% | 4% | -1% | 0% | 0%
O=c1[nH]c2c(c3c1CCCC3)CCCC2 | -11% | 1% | . | -3% | 3% | -4% | -4% | -5%
COc1ccc(CCNC(=O)Nc2ccc([N+](=O)[O-])cc2)cc1OC | 8% | 2% | -12% | i | -9% | ? | -1% | 0%
Cc1ccc(S(=O)(=O)Nc2nc(C)cc(N/N=C/c3ccc(O)cc3)n2)cc1 | ? | -2% | 2% | 0% | 12% | -16% | -2% | -1%

The list continues.
SMILES | KDM4E inh | GoLoco inh red | L3MBTL1 inh | RECQ1 inh | Tau fibril FP | Tau ThT inhib | TRb SRC2 PPI | TR SRC2 fluor cs
Cc1cc(C)nc(Nc2n[nH]c(-c3cccc4ccccc34)n2)n1 | ? | -5% | -1% | -5% | 4% | -15% | 2% | -2%
Cc1c(Cl)cccc1-n1ncc(C(=O)N2CCc3ccccc3C2)c1C1CCN(C(=O)OC(C)(C)C)CC1 | . | . | . | . | 2% | -9% | 7% | -3%
OCCNCCCOc1cccc(Cl)c1Cl | -14% | 5% | . | 2% | 4% | -7% | -6% | -1%
CC(=O)c1ccc(N=C2SCCCN2C(=O)C2CCCCC2)cc1 | 1% | 3% | . | ? | 2% | -6% | 7% | 0%
C/C(=N\NC(=O)C(NC(=O)c1ccccc1)C(C)C)c1ccccc1 (stereo not given) | 1% | 14% | 7% | -9% | -7% | 0% | -16% | 0%
O=C1NCCN(Cc2cccc(Oc3ccccc3)c2)C1CC(=O)N1CCCCO1 (stereo not given) | -25% | -4% | 5% | i | 3% | -6% | 2%[53 µM] | -1%[53 µM]
COc1ccc(NC(=O)CCCN2C(=O)C(c3ccccc3)Oc3cccnc32)cc1OC (stereo not given) | . | . | . | . | ? | -8% | 5% | -3%
C#CCCCO/N=C1/C[C@@H](O)[C@@H](O)[C@@H]2[C@@H]3C(=O)N(Cc4ccc5c(c4)OCO5)C(=O)[C@H]3CC[C@@H]12 | . | . | . | -1%[11.5 µM] | -2%[11.6 µM] | -4%[11.5 µM] | 1%[11.2 µM] | -1%[11.2 µM]
C/C(CC(=O)NCc1ccco1)=N\NC(=O)Cc1ccc(-c2ccccc2)cc1 | -5% | -22% | -12% | -7% | 6% | 4% | 18% | 0%
CCCOc1ccc(C(=O)Nc2sc3c(c2C(=O)OCC)CCCCC3)cc1 | . | . | . | . | 1% | -9% | 4% | 7%
CCOC(=O)N1CCN(c2cc(N3CCOCC3)c(F)cc2[N+](=O)[O-])CC1 | -8% | 1% | -7% | 31% | -2% | ? | -8% | -2%
O=C(NCc1ccc2c(c1)OCO2)c1cccc(C(=O)NCc2ccc3c(c2)OCO3)c1 | -1% | 1% | -6% | -13% | 0% | -14% | 1% | -2%
CCc1cn([C@H]2C[C@H](O)[C@@H](CO)O2)c(=O)[nH]c1=O | -20% | 6% | 2% | -11% | 3% | -4% | -7% | -1%
COc1ccc(NC(=O)CC2Nc3ccccc3NC2=O)c([N+](=O)[O-])c1 (stereo not given) | 6% | 5% | 1% | -15% | 3% | ? | 0% | 0%
CC(CC(=O)O)Nc1ccccc1O (stereo not given) | 20µM* | 0% | -5% | i | -8% | ? | -4% | -3%
CC1Cc2ccccc2N1C(=O)COC(=O)c1ccc(O)cc1 (stereo not given) | 1% | 43%[activator] | 4% | i | 10% | -6% | 0% | -2%
CCOc1ccccc1Nc1nnc(SCC(=O)NC(=O)c2cccn2C)s1 | 0% | 88%[activator] | -12% | 7% | -2% | ? | 11% | -1%
COc1cccc(N2CCN(C(=O)C3CCCN(S(=O)(=O)c4cccc5nsnc45)C3)CC2)c1 (stereo not given) | . | . | . | . | 4% | -23% | -7% | -1%
c1ccc(-c2ccccc2-c2nc(-c3cccnc3)no2)cc1 | -7% | -6% | . | i | -2% | ? | 3% | -2%
CC(CC(=O)Nc1nncs1)c1ccccc1 (stereo not given) | 5% | -2% | 8% | i | -2% | -4% | -1% | -7%
Oc1ccc(/C=N/NC(=S)Nc2cccnc2)c(O)c1 | 28µM* | 11% | 8.9µM* | -5% | ? | ? | -1% | -9%
COc1ccc(S(=O)(=O)N2CCCCC2)cc1NC(=O)CN1CCN(C(C)=O)CC1 | 2% | -18% | 3% | i | -1% | 5% | 8% | 0%
COC(=O)CN(C#N)c1nc(OC)nc(N(C)C)n1 | 9% | 2% | 4% | 8% | -2% | 2% | 0% | 1%
COc1ccccc1C(=O)Nc1ccc(-c2cc(C(F)(F)F)nn2-c2ccccc2)cc1 | . | . | . | . | ? | -8% | -10% | ?
Cc1ccc(-c2nn(C)c(=O)c3ccccc23)cc1CNC(=O)CSc1nc2ccccc2o1 | 2% | 6% | 2% | -5% | -11% | -9% | -12% | -1%
C#CCCCO/N=C1/C[C@@H](O)[C@@H](O)[C@@H]2[C@@H]3C(=O)N(C(C)(C)C)C(=O)[C@H]3CC[C@@H]12 | . | . | . | -1%[11.5 µM] | -4%[11.6 µM] | -4%[11.5 µM] | 0%[11.2 µM] | -2%[11.2 µM]
CC(C)C(NC(=O)OC(C)(C)C)C(=O)NC(CCC(=O)OCc1ccccc1)C(N)=O (stereo not given) | 1% | 15% | 6% | i | -3% | 6% | 4% | -2%
CCc1ncc(C(O)c2cccc(OC)c2OC)n1C (stereo not given) | 1% | -2% | -9% | -3% | -1% | -16% | -9% | 0%
O=C(NC1CCCCC1)Oc1cccc2ccccc12 | -1% | 11% | -2% | -6% | -3%[2.34 µM] | 6% | -4% | -1%
O=C(CN(Cc1ccccc1)S(=O)(=O)c1ccccc1)N/N=C/c1ccc2c(c1)OCO2 | 2% | -6% | -12% | -10% | -4% | -2% | 7% | 0%
O=C(Nc1ccccc1)c1ccccc1N=Cc1ccccc1O | ? | 4% | 0% | -8% | 0% | -4% | -1% | -2%
Oc1ccccc1/C=N/n1c(-c2cccs2)n[nH]c1=S | ? | 16% | -9% | -10% | -1% | -18% | 0% | -4%
O=[N+]([O-])c1ccccc1/C=C\C=N\N1CCN(c2ccccc2)CC1 | -7% | -5% | ? | -8% | 14% | 13µM* | -3% | -2%
CN1C(C(=O)NCc2cccc(Br)c2)CC2Cn3c(nc4cc(Cl)c(Cl)cc43)C21 (stereo not given) | -9% | -10% | . | -9% | 2% | ? | -12% | -3%
COc1ccc(C(=O)C(C)N(C(=O)c2ccc(Cl)cc2Cl)N2C(=O)C3C4C=CC(C4)C3C2=O)cc1 (stereo not given) | 353%[activator] | . | -6% | i | 7% | -14% | -3% | 4%
COc1ccc(NC(=S)N(CCCN2CCCC2)Cc2cccs2)cc1 | 3% | -15% | -25% | 4% | ? | 11% | 3% | -7%
COc1ccccc1C(=O)Nc1cccc(OCc2cc(=O)n3c4c(sc3n2)CCCC4)c1 | . | . | . | . | 0% | -19% | 0% | -1%
Cc1cc(O)c(C=O)c2c1C(=O)Oc1c(CO)c(O)c3c(c1O2)C(O)OC3=O (stereo not given) | 20µM* | 11µM* | 2.8µM* | 4µM* | 16µM* | ? | ? | 11µM*[quencher]
Clc1ccccc1-c1ncnc2ccc(Br)cc12 | 4% | 13% | . | i | -2% | 5% | 0% | 1%
Cc1cccc(NC(=S)NNC(=S)NCc2ccccc2)c1 | 13% | 11% | . | -4% | 1% | -17% | -12% | -2%
Cc1cc(C)n(-c2nc3ccccc3s2)n1 | -19% | 2% | 10% | 16% | -3% | -2% | 13% | -1%

Screens: PubChem, National Center for Advancing Translational Sciences (NCATS)
